GRIN3A LBD mod = binders of NR3A ligand-binding domain, primary screen, biophysical, differential scanning fluorimetry, uHTS; Glutamate receptor ionotropic, NMDA 3A (GRIN3A) ligand-binding domain; NR3A LBD differential scanning fluorimetry, Tm shift; 0% = protein alone, 100% = glycine-bound protein; Tm shift relative to glycine control, % at 25 µM; 340,000 tested, 2.5% active; AID 1259313, 2017;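 active means melting temperature shift of at least 10% of the positive control shift, at one fixed dose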
Starred values were filed as active, the others as inactive.

canonical_smiles	GRIN3A LBD mod
Cc1cccc(CN2CCC(CNC(=O)C3CCCN(S(=O)(=O)c4cnc[nH]4)C3)CC2)c1 (stereo not drawn)	1
CN(C(=O)c1ccc(NC(=O)Cc2ccc(NC(=O)C3CCN(C(=O)C4CCC4)CC3)cc2)cc1)C1CCCC1	1
CN(CCOc1ccc(Cl)cc1)C(=O)c1cccc(S(=O)(=O)N2CCN(c3ccccc3)CC2)c1	-3
CC(=O)OC(=C(OC(C)=O)c1ccccc1)c1ccccc1	-1
CC1CCc2c(ccc3ccccc23)C1=O (stereo not drawn)	0
O=C(O)c1ccccc1NS(=O)(=O)c1ccc(N/N=C/c2cccc(O)c2O)c([N+](=O)[O-])c1	32*
Nc1nc(-c2cccnc2)nn1C(=O)c1ccc(Cl)cc1	-2
Brc1ccc(C2Nc3cccc4cccc(c34)N2)s1	-2

(more compounds)
canonical_smiles	GRIN3A LBD mod
O=C(O)CCCCCN=C1CCc2ccccc2N1	1
O=C(CCCn1c(=S)[nH]c2cc3c(cc2c1=O)OCO3)N1CCN(c2ccccn2)CC1	0
CCN(c1ccccc1)S(=O)(=O)c1ccc(OCC(F)(F)F)c(NC(=O)c2ccc(=O)[nH]c2)c1	0
O=C(CC1(O)CCCCC1)OC1CCCC1	-1
COc1cc2c(cc1OC)C1c3ccc(OC)c(OC)c3OCC1(O)C2 (stereo not drawn)	2
COc1cccc(NC(=O)CN(C)C(=O)c2cccc(NS(=O)(=O)c3ccc(Br)cc3)c2)c1	-5
CN(C(=O)c1cccc(NC(=O)Cc2ccc(NC(=O)C3CCCN(C(=O)C4CCCC4)C3)cc2)c1)C1CC1 (stereo not drawn)	4
COc1ccc2c3c(ccc2c1)C(=O)/C(=C/O)CC3	-4

Remaining list, next part
canonical_smiles	GRIN3A LBD mod
O=C1OCCN1N=Cc1ccco1	-1
CC(C)Cn1cnc2c(SCc3ccccc3)nc(N)nc21	-2
O=c1[nH]c2cc3c(cc2cc1CN(Cc1ccccc1)Cc1nnnn1Cc1ccco1)OCCO3	-5
COc1ccc(-n2c(SCc3cccnc3)nc3c(c2=O)SCC3)cc1OC	0
COc1ccc(-c2nc3ccc([N+](=O)[O-])cc3[nH]2)cc1	29*
CC1C(=O)C(C)C(c2ccccc2)N(N=O)C1c1ccccc1 (stereo not drawn)	4
CCCCN(c1ccccc1)S(=O)(=O)c1cccc(C(=O)Nc2c(C)n(C)n(-c3ccccc3)c2=O)c1	-1
O=S(=O)(c1ccc(Br)cc1F)N1CC[C@H](O)C1	0

(more compounds)
canonical_smiles	GRIN3A LBD mod
COC(=O)c1sc2ccccc2c1C(=O)OC	-3
CC(C)C[C@H]1CN([C@@H](CC(C)C)CN2CCC[C@@H]2CN2C(=O)C(=O)NC[C@@H]2Cc2ccccc2)C(=O)C(=O)N1CC1CCCCC1	0
O=C1CCC[C@@H]2Cc3nc4ccc(O)cc4cc3[C@@H]3CCN1[C@H]23	-3
O=C(COC(=O)c1ccccc1NCCO)Nc1ccc(S(=O)(=O)NC2=NCCCCC2)cc1	2
COc1ccc(/C=C/C(=O)Nc2ccc(N3CCOCC3)cc2)cc1	-5
O=C(NCc1ccco1)c1ccc(C(=O)NCc2ccco2)cc1	0
O=C1NC(=NCc2ccccc2)NC1(c1ccccc1)c1ccccc1	4
Cc1cccc(-c2nc(CS(=O)CC(=O)NC3CCCC3)c(C)o2)c1 (stereo not drawn)	-2

The last 5 entries of the section above lead into the next:
canonical_smiles	GRIN3A LBD mod
O=C(COC(=O)c1ccccc1NCCO)Nc1ccc(S(=O)(=O)NC2=NCCCCC2)cc1	2
COc1ccc(/C=C/C(=O)Nc2ccc(N3CCOCC3)cc2)cc1	-5
O=C(NCc1ccco1)c1ccc(C(=O)NCc2ccco2)cc1	0
O=C1NC(=NCc2ccccc2)NC1(c1ccccc1)c1ccccc1	4
Cc1cccc(-c2nc(CS(=O)CC(=O)NC3CCCC3)c(C)o2)c1 (stereo not drawn)	-2
Cc1cccc(N(C(=O)Cc2cccs2)C(C(=O)NC2CCCC2)c2ccsc2)c1 (stereo not drawn)	-1
N#C/C(=C/c1ccc(-c2ccc(S(=O)(=O)N3CCOCC3)cc2)o1)C(=O)NC1CC1	-3
Fc1cccc(CSc2ncnc3c2ncn3C2CCCCO2)c1 (stereo not drawn)	1
CCCCCC(=O)Nc1cc(S(=O)(=O)O)cc2cc(S(=O)(=O)O)cc(O)c12	1
O=C(c1ccccc1)c1cccc2ccccc12	2
CCc1nc(SCc2cc(=O)[nH]c3ccccc23)c2c(C)c(C)sc2n1	0
CCN(C(=O)COC(=O)C(C)(C)Oc1ccc(Cl)cc1)c1c(N)n(Cc2ccccc2)c(=O)[nH]c1=O	-1
CCN(CC(=O)Nc1c(F)cccc1F)C(=O)c1cccc(S(=O)(=O)N2CCCc3ccccc32)c1	2

Additional records follow.
canonical_smiles	GRIN3A LBD mod
Cc1cccn2c(=S)[nH]nc12	2
NC1=NC(=O)C(c2ccccc2)(c2ccccc2)S1	-2
Cc1c(Cl)cnc(NC(=O)CSc2nnc3ccccn23)c1Cl	-2
O=C(NN=Cc1ccc(O)cc1)C(=O)NN=Cc1ccc(O)cc1	8
Nc1nc(-c2cccnc2)nn1C(=O)c1ccc(F)cc1	-1
CCN1/C(=C2/OC(=S)N(C)C2=O)Sc2ccccc21	-3
COc1cc2c(c(OC)c1OC)C(=O)C(=Cc1ccccc1)O2	3
Fc1ccc2nncc(SCc3ccccc3Cl)c2c1	1

Continuation.
canonical_smiles	GRIN3A LBD mod
OC(CSc1ccccc1)CN1CCN(c2cccc(Cl)c2)CC1 (stereo not drawn)	-6
COCCN(C(=O)Cc1ccc(S(=O)(=O)N2CCOCC2)s1)c1c(N)n(CC(C)C)c(=O)[nH]c1=O	1
C=CCSC1=NC(=O)/C(=C/c2cccs2)S1	1
OCC(O)C1OC(c2ccco2)OC(CO)C1O (stereo not drawn)	0
Cn1cccc1/C=C1\SC(=S)N(NC(=O)c2ccccc2)C1=O	-7
CCN(CC)CCCC(C)Nc1nccc2cccc(Cl)c12 (stereo not drawn)	3
CC(C)C[C@@H](CN)NC(=O)c1nc[nH]c1C(=O)N[C@@H](C)C(=O)CNC[C@H](C)NC(=O)c1nc[nH]c1C(=O)N[C@@H](C)C(=O)O	2
O=C(O)c1ccccc1C(=O)OC1CCCC2CCCC21 (stereo not drawn)	-3

Remaining list, next part:
canonical_smiles	GRIN3A LBD mod
CCN(CC)c1ccc(/C=C(\C#N)C(N)=O)cc1	-1
COc1ccc(C2CN=NC2C(=O)c2ccccc2)cc1 (stereo not drawn)	0
O=[N+]([O-])c1cccc(S(=O)(=O)Nc2nc3ccccc3nc2Nc2cccc(S(=O)(=O)N3CCCCC3)c2)c1	-4
CC(=O)NC1=CC(=C[N+](=O)[O-])C=C1O	0
CNC(=O)c1nn(C)c(=O)[nH]c1=O	2
O=P1(O)Cc2ccccc2-c2ccccc21	1
Cc1sc(NC(=O)CSc2n[nH]c(N)n2)c(C#N)c1C	-5
CSc1nc(S(C)(=O)=O)nc2[nH]c(=O)[nH]c12	0

Quoted from the listing.
CCN(CC)c1ccc(/C=C(\C#N)C(N)=O)cc1 in GRIN3A LBD mod is entered as -1
CNC(=O)c1nn(C)c(=O)[nH]c1=O in GRIN3A LBD mod is entered as 2
Cc1sc(NC(=O)CSc2n[nH]c(N)n2)c(C#N)c1C in GRIN3A LBD mod is entered as -5

Additional compounds follow.
canonical_smiles	GRIN3A LBD mod
O=S1(=O)c2ccc(Br)cc2N2CCC[C@@H]2CN1Cc1ccc(Cl)cc1	-1
COc1cc2oc3ccc(C#Cc4ccc(N)cc4)cc3c(=O)c2cc1OC	1
O=S(=O)(CCN1CCCCC1)CCS(=O)(=O)CCN1CCCCC1	-1
COc1cc(NS(=O)(=O)c2cccc3nsnc23)c(C(=O)O)cc1OC	0
Cc1ccc(S(=O)(=O)N2CC(O)C[C@H]2C(=O)OCC(=O)N2CCN(c3ccc(F)cc3)CC2)cc1C (stereo partly drawn)	-1
CC(=O)OC1CCC2(C)C(CCC3C2CC(=O)C2(C)C3CC(C(C(C)=O)C(C)=O)C2C(C)=O)C1 (stereo not drawn)	0
Cc1ccc(-c2csc(/C(C#N)=C(\O)CCl)n2)cc1	-1
CC(C)(C)S(=O)N1Cc2cc(=O)n(Cc3ccccc3)cc2[C@H]1CCO (stereo partly drawn)	-2

Continuation.
canonical_smiles	GRIN3A LBD mod
c1ccc(-c2cn3ccccc3n2)cc1	-1
COc1ccc(CN(CC(=O)NCC2CCCO2)C(=O)CCC(=O)Nc2cc(C)ccn2)cc1 (stereo not drawn)	-1
Cc1ccc2c(C)c(C)c(=O)n(C)c2c1	11*
O=C(Nc1ccccc1N1CCN(c2ccc(F)cc2)CC1)C1CCCCC1	-1
CCN(CC)c1ccc(/C=N/Nc2nc3ccccc3[nH]2)cc1	-4
COc1cc(C2c3cc4c(cc3C(O)C3COC(=O)C23)OCO4)cc(OC)c1OC (stereo not drawn)	0
N#CC(=Cc1ccncc1)c1ccccc1	3
Fc1cc(F)nc(NCc2ccccc2)n1	0

Exported with the structure last: entries from further up
GRIN3A LBD mod	smiles
-1	O=C(Nc1ccccc1N1CCN(c2ccc(F)cc2)CC1)C1CCCCC1
-4	CCN(CC)c1ccc(/C=N/Nc2nc3ccccc3[nH]2)cc1

(continued)
canonical_smiles	GRIN3A LBD mod
CC(=O)C1(C)C(=O)N(c2ccc(F)cc2)C(=O)N1c1ccc(F)cc1 (stereo not drawn)	0
CC(C)NCc1c(O)c(Br)cc2oc3c(c12)CCCC3	-1
Nc1cc(Cl)cc2c1-c1ccc(Cl)cc1C2O (stereo not drawn)	2
Cn1c(=O)c2c(nc(CN3CCN(c4ccccc4)CC3)n2Cc2ccccc2Cl)n(C)c1=O	-2
O=C(O)C(Cc1cccs1)c1cccs1 (stereo not drawn)	1
Nc1nc(=S)ss1	3
C=CC1=CCN(S(=O)C(C)(C)C)[C@H]1CCO (stereo partly drawn)	2
CSc1nnc(-c2ccccc2)n1N	0

Later entries
SMILES	GRIN3A LBD mod
O=C1c2ccccc2C(=O)c2cc(N3CCCCC3)ccc21	38*
COc1cccc(/C=N/NC(=O)c2cc3cc([N+](=O)[O-])ccc3s2)c1O	12*
O=C1NC(=O)N2CCSC2(Cc2ccccc2)N1 (stereo not drawn)	-2
O=C(Cc1ccc(NC(=O)C2CCCN(C(=O)C3CCCC3)C2)cc1)Nc1cccc(C(=O)N2CCCCC2)c1 (stereo not drawn)	2
O=C(N/N=C/c1ccc(Br)cc1)c1ccc(NC(=O)c2ccccc2)cc1	0
CCN(CC)CCC(=O)N1C/C(=C/c2ccccc2)C(=O)/C(=C\c2ccccc2)C1	2
CCOC(=O)c1[nH]c(=S)[nH]c1C	-1
COc1ccccc1C(=O)c1ccccc1C(=O)c1ccccc1	1
COc1ccc(/C=C/C(=O)OCC(=O)N2CCN(S(=O)(=O)c3ccc(C)cc3C)CC2)cc1OC	3
COC(=O)c1c[nH]c(=S)n1Cc1ccccc1	-1
CCSc1nsc(NC(=O)Nc2ccccc2Cl)n1	5
CCCNC(=O)Cn1c(=O)/c(=C\c2ccc(-c3ccc([N+](=O)[O-])cc3)o2)s/c1=C\C(=O)C(C)(C)C	-2
N#CC1(NC(=O)COC(=O)C2CCN(S(=O)(=O)c3ccc4c(c3)OCCO4)CC2)CCCCC1	0
NNC(=O)C1C(O)CCC2CN3CCc4c([nH]c5ccccc45)C3CC21 (stereo not drawn)	1
CCC1=C(c2ccc(OC)cc2)CCC(C(=O)O)C1C (stereo not drawn)	-1
C#CCOCCOCCOCCNc1nc(N2CCN(C(=O)[C@H](C)n3cc(CCC(=O)O)nn3)CC2)nc(N2CCN(C(=O)[C@H](Cc3ccc(O)cc3)n3cc(CCO)nn3)CC2)n1	2
O=[N+]([O-])c1ccc(SNc2ccccc2)c([N+](=O)[O-])c1	6
CC(C)(C)S(=O)(=O)N1C[C@@H]2CC/C=C\C/C=C\2[C@H]1CCO	-1
O=C1N=c2ccccc2=C1c1sc(Nc2ccc(O)cc2)nc1O	13*
Cc1ccc(S(=O)(=O)NC(=O)N2CCCC2)cc1	-3

New compounds follow.
SMILES	GRIN3A LBD mod
O=C1C(=Cc2ccco2)CCCC1=Cc1ccco1	2
Cc1ccc(Nc2nc(N)nc(CN3CCN(Cc4ccc5c(c4)OCO5)CC3)n2)cc1C	2
COc1ccc(NC(=O)CN2CCN(CC(=O)Nc3cc(OC)cc(OC)c3)CC2)cc1	0
N[C@@H](Cc1ccc(F)cc1)C(=O)O	-2
COc1cc(OC)cc(C(=O)NC(C(=O)NNC(=O)CN(C)S(=O)(=O)c2ccc(C)cc2)C(C)C)c1 (stereo not drawn)	1
CC1CC(C)CN(C(=O)/C=C/c2ccc([N+](=O)[O-])s2)C1 (stereo not drawn)	-1
N#Cc1c(-c2ccccc2)cc(C2CC2)nc1SCC(=O)c1cccs1	2
O=C(/C=C/c1ccc(N2CCCCC2)c([N+](=O)[O-])c1)c1ccc(S(=O)(=O)N2CCCC2)cc1	-4
CNc1nc(Cl)nc2ncn(C)c12	-1
CC(C)CC(NC(=O)C1CCCN1C(=O)OC(C)(C)C)C(=O)NCC(N)=O (stereo not drawn)	-1
Cc1ccc(-c2nc(C=Nc3ccc(O)cc3)c(O)o2)cc1	11*
CC(C)C[C@@H](CNCC(=O)[C@H](Cc1ccccc1)NC(=O)c1[nH]cnc1C(=O)N[C@@H](C)CN)NC(=O)c1nc[nH]c1C(=O)N[C@@H](CC(=O)O)C(=O)O	0
CC(C)(C)OC(=O)n1cccc1/C=C1\c2ccccc2C(=O)N1c1ccccc1	-3
CCOC(=O)C1(Cc2ccccc2C#N)CCCCC1=O (stereo not drawn)	-1
CCN(CC)CCNC(=O)c1ccc(NC(=O)c2cccc(S(=O)(=O)N3CCCCCC3)c2)cc1	1
CCOc1ccc(OCCC(=O)N(CC)CC(=O)Nc2ccccc2OC)cc1	1
Cn1c(N)c(C(=O)COC(=O)c2cc(S(=O)(=O)NCc3ccccc3)ccc2O)c(=O)n(C)c1=O	-5
O=C(O)COc1ccc(/C=N/n2cnc3scc(-c4cccs4)c3c2=O)cc1	0
S=C(Nc1cccc(Cl)c1)Nc1cccc2cnccc12	3

Retrieved by compound from above:
SMILES	GRIN3A LBD mod
COc1cc(OC)cc(C(=O)NC(C(=O)NNC(=O)CN(C)S(=O)(=O)c2ccc(C)cc2)C(C)C)c1 (stereo not drawn)	1
Nc1cc(Cl)cc2c1-c1ccc(Cl)cc1C2O (stereo not drawn)	2

Compound activity (PubChem BioAssay)

Not all compounds are listed. The share of hits here may be higher or lower than overall.
